# Compound activity as filed in PubChem BioAssay.
# LGR2 inh: inhibitors of bursicon-induced LGR2 CRE-luciferase signal, primary screen, cell-based, HEK293, CRE-luciferase reporter, bursicon stimulation | actives 0.35% (n = 380,000) | Drosophila bursicon receptor LGR2 (rickets) | inhibition, % at 9.99 µM | bursicon-stimulated, 4 h | AID 720647, 2013;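 active = drop in luminescence signal, shown as inhibition above about 50% in the replicate tests, limit read from the data, passing the limit was not always enough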;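 also: agonist challenge used bursicon conditioned medium at about half maximal strength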
# C2C12 statin: suppressors of statin myotoxicity in C2C12 myotubes, primary screen, cell-based, single point, plate reader; actives 0.78% (n = 330,000); rescue of ATP level, % at 7.49 µM; AID 602340, 2012; C2C12 myotubes + simvastatin, ATP luminescence, 48 h; scaled: DMSO 0, geranylgeraniol control 100;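 active = mean ATP rescue above about 67%, or every replicate alone reaching that limit, limit read from the data, passing the limit was not always enough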;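 also: myotubes were challenged with 10 µM simvastatin during compound exposure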
# SIRT5 inh: SIRT5 desuccinylase inhibitors, primary screen, biochemical, fluorescence imaging, single point, set 5. NAD-dependent protein deacylase sirtuin-5, mitochondrial (Homo sapiens), Q9NXA8. AID 652115, 2013. actives 1.1% (n = 330,000). inhibition, % at 15 µM. Purified SirT5, succinyl-peptide AMC, trypsin-coupled fluorescence; in the data active = inhibition above about 15%
# S100A4 MyoIIA: inhibitors of S100A4-myosin IIA peptide binding, primary screen, biochemical, fluorescence polarization, TAMRA-MyoIIA peptide; inhibition, % at 10.7 µM; actives 0.14% (n = 360,000);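 active = mean inhibition of at least 70% across replicates, with every replicate also reaching that level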
# Target sequence (P26447 whole entry, looked up): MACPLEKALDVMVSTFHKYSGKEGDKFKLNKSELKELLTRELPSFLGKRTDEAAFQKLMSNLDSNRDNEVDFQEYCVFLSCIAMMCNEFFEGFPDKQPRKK
#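 System – human S100A4 monomer protein, biochemical binding assay · Buffer or medium – Calcium-containing HEPES buffer, pH 7.2 · Timing – 5 min between mix addition and reading · Also added – TAMRA-labelled myosin IIA heavy-chain peptide probe, 5 nM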
# Xi reactivation: activators of inactive X chromosome reactivation, primary screen, imaging, XiGFP fibroblasts, GFP high-content imaging, set 2; XiGFP mouse fibroblasts, % GFP-positive cells imaging, 3 d; cells co-treated with 5-aza-dC sensitizer; scaled so ellipticine positive control = 100%; activation, % at 7.58 µM; actives 0.055% (n = 360,000); AID 743238, 2013;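 active = mean normalized replicate activation at least 10% and every replicate at or above 10%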;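 also: 0% = median of on-plate neutral control wells and 100% = ellipticine 6 µM median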
#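 Material: XiGFP fibroblasts, SV40-immortalized. Buffer or medium: DMEM plus 5-aza-dC sensitizer. Compound: single concentration per compound, delivered by pin transfer. Times: 3 days compound exposure. Controls: ellipticine 6 µM.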
# ERAP1 inh: human ERAP1 aminopeptidase inhibitors, primary screen, biochemical, single point, plate reader. Endoplasmic reticulum aminopeptidase 1 (Homo sapiens), Q9NZ08. inhibition, % at 10.7 µM. actives 0.15% (n = 340,000). recombinant ERAP1, Leu-AMC fluorescence, 60 min. AID 652197, 2013;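 active = mean replicate inhibition of at least 30%, or all replicates individually reaching that 30% level; inactive = mean below 30% and not every replicate reaching it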;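 also: 0% = neutral control wells and 100% = L-leucinethiol positive control wells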
# Target sequence (Q9NZ08 whole entry, looked up): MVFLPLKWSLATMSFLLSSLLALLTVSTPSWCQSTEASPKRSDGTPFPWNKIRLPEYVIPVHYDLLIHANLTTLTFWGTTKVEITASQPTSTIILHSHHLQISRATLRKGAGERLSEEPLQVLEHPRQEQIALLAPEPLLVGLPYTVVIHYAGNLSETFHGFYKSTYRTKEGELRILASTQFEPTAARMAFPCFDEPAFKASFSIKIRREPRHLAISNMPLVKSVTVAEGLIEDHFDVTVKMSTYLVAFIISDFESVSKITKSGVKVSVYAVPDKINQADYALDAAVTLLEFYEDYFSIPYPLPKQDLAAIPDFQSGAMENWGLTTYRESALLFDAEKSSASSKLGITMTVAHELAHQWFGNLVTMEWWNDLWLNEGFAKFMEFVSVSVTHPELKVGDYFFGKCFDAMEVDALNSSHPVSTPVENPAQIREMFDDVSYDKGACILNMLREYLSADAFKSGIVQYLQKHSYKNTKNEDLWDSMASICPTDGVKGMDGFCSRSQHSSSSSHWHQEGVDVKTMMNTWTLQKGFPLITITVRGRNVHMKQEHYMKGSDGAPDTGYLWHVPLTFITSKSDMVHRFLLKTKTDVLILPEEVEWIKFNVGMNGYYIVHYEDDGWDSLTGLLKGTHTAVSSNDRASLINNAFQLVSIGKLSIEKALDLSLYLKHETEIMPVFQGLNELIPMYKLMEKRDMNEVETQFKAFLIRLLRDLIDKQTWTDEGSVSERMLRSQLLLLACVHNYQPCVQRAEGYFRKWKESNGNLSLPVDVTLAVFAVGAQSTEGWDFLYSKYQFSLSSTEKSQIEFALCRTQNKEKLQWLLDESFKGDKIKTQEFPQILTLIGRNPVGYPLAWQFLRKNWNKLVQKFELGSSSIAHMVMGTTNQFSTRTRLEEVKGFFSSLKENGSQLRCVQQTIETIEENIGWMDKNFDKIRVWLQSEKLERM
# Cneo AK release: Cryptococcus neoformans cell lysis inducers, primary screen, AK release luminescence, single concentration; C. neoformans lysis, adenylate kinase release luminescence, 4 h; normalised: neutral wells 0, clomiphene wells 100; lysis activity, % at 15 µM; actives 0.2% (n = 360,000); AID 651654, 2012;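 active = mean lysis activity across replicates of at least 80%, whatever share of replicates individually reach that level; inactive = mean lysis activity below 80%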
#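 Material: C. neoformans cells; Schedule: 4 h static compound exposure, 37 °C, read 1 h post-reagent; Measured by: adenylate kinase release luminescence; Read-out: signal increase indicating cell lysis; Controls: Clomiphene as positive lysis control.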
# PGC1a acetyl inh: inhibitors of PGC1a acetylation signal, primary screen, cell-based, U2OS, AlphaScreen, inhibitor mode | AlphaScreen anti-acetyl-lysine; with virally co-expressed GCN5 acetyltransferase | inhibition, % at 15.6 µM | actives 0.17% (n = 350,000) | AID 651687, 2012;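 active = every replicate shows inhibition of at least 40%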;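 also: 0% = neutral control wells and 100% = positive control wells; some results beyond the cut were filed as inactive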
# * hit, by the source's call; · = no result given. Some of the compounds tested (hit frequency here may not be typical).
SMILES,LGR2 inh,C2C12 statin,SIRT5 inh,S100A4 MyoIIA,Xi reactivation,ERAP1 inh,Cneo AK release,PGC1a acetyl inh
COc1ccccc1OCCC(=O)OCC(=O)Nc1ccc(Br)cc1F,-5,·,4,-1,0.0,2,·,10
O=C(NCc1nc2ccccc2[nH]1)c1ccc(S(=O)(=O)N2CCCC2)cc1,-5,2,-4,0,0.2,-5,4,-8
COc1cc(/C=C/C(=O)O)cc(S(=O)(=O)Nc2ccc3c(c2)OCO3)c1OC,3,5,13,0,0.0,-3,1,·
O=C(c1cccnc1)N1C[C@H]2[C@@H](c3ccccc31)[C@@H](CO)N2C(=O)Nc1cccc(F)c1,1,-2,-2,13,0.1,3,0,-8
Cc1ccc(C(=O)NC2CC(C)(C)NC(C)(C)C2)cc1S(=O)(=O)N1CCOCC1,-15,8,-3,1,-0.1,-2,1,-9
Cc1ccc(-c2nc(-c3ccncc3)no2)c(Cl)c1,75*,8,2,1,0.0,4,-5,·
COc1ccc(CN2CCNC(=O)C2CC(=O)N2CCc3ccccc3C2)c(OC)c1 (configuration not stated),-21,-5,-1,2,0.0,2,·,2
COc1cc(CNC2CCCCCC2)cc(OC)c1OC,12,-25,·,·,·,·,1,-16
Cc1ccc(S(=O)(=O)N(C)C[C@H]2OCCCC[C@H](C)Oc3ccc(NC(=O)NC(C)C)cc3C(=O)N([C@@H](C)CO)C[C@@H]2C)cc1,14,·,-3,-2,0.4,1,-1,-2
CCOc1ccc(-n2cnc3sc4c(c3c2=O)CCCC4)cc1,-9,·,-8,-5,0.2,-1,0,1
COc1ccc(CN(C)C[C@H]2OCCCC[C@@H](C)Oc3ccc(NC(=O)CCC(F)(F)F)cc3C(=O)N([C@@H](C)CO)C[C@H]2C)cc1,-8,·,-2,-1,0.4,4,-3,0
CCN(c1ccccc1)S(=O)(=O)c1cc(NC(=O)C2CC2)ccc1Cl,13,-7,1,0,-0.1,4,-1,·
C=CCN1C(=O)C2(OCCCO2)c2c(C)ccc(C)c21,6,21,1,-1,-0.1,1,-2,·
OC[C@@H]1[C@@H]2c3ccccc3NC[C@@H]2N1CC1CCCCC1,4,-12,-2,0,0.2,-1,-4,4
O=C(OCc1nnc(-c2ccccc2)o1)c1ccc(CO)cc1,·,-1,-1,-2,0.4,2,-2,4

# Continued; the last 4 above are carried over.
SMILES,LGR2 inh,C2C12 statin,SIRT5 inh,S100A4 MyoIIA,Xi reactivation,ERAP1 inh,Cneo AK release,PGC1a acetyl inh
CCN(c1ccccc1)S(=O)(=O)c1cc(NC(=O)C2CC2)ccc1Cl,13,-7,1,0,-0.1,4,-1,·
C=CCN1C(=O)C2(OCCCO2)c2c(C)ccc(C)c21,6,21,1,-1,-0.1,1,-2,·
OC[C@@H]1[C@@H]2c3ccccc3NC[C@@H]2N1CC1CCCCC1,4,-12,-2,0,0.2,-1,-4,4
O=C(OCc1nnc(-c2ccccc2)o1)c1ccc(CO)cc1,·,-1,-1,-2,0.4,2,-2,4
O=C(N/N=C/c1ccccc1)c1ccco1,-34,-1,2,-1,0.4,-3,·,2
O=C(CSc1nc(N2CCOCC2)nc(N2CCOCC2)n1)Nc1ccc([N+](=O)[O-])cc1,-3,25,-1,2,0.2,-2,-1,-3
COc1ccccc1CN1CCNC(=O)C1CC(=O)N(C)Cc1ccon1 (configuration not stated),10,·,6,-7,0.2,1,·,·
CN(C)c1ccc(-c2[nH][nH]c(=O)c2NC(=O)c2ccccn2)cc1,-16,18,-2,-8,0.1,2,-18,8
Clc1ccccc1CNCc1ccc2c(c1)OCO2,-21,5,·,5,0.2,0,3,0
O=C(NNC(=S)NC1CC2C=CC1C2)c1cccnc1 (configuration not stated),7,·,-4,-11,0.1,-1,-1,7
Cn1cc(C(=O)c2ccc(Cl)cc2Cl)cc1C(=O)NN,-16,-4,-2,-13,0.1,0,-2,·
CN(C)CC(=O)N[C@@H]1C=C[C@@H](CC(=O)NCCN2CCCCC2)O[C@H]1CO,5,-10,2,-13,0.0,1,52,-11
C[C@@H]1CCCCO[C@@H](CN(C)S(=O)(=O)c2cccs2)[C@H](C)CN([C@H](C)CO)C(=O)c2cc(NC(=O)NC3CCCCC3)ccc2O1,-2,·,·,·,0.4,·,-1,0
Cc1ccc([C@H]2C[C@H](O)[C@@H](n3cc(C4CC4)nn3)CN2C(=O)c2cccs2)cc1,-4,2,-4,-6,0.7,9,·,7
COc1ccc(-c2nnn(CC(=O)N3CCN(c4ccccc4OC)CC3)n2)cc1OC,-1,7,0,-2,-0.1,-1,-1,4
O=C1C=C(c2cc(Cl)cc(Cl)c2)C[C@@H](c2ccc3c(c2)OCO3)C1,-29,1,·,2,0.2,-3,-2,·
Cc1cccc(OCc2nnc(SCC(=O)NCC3CCCO3)n2C)c1 (configuration not stated),-4,-7,-5,0,0.0,-1,2,6
CCN(CC)S(=O)(=O)c1ccc(N/N=C/c2cc(OC)ccc2O)nc1,-5,·,-3,-3,0.5,-2,·,·
Cc1cc(C)c(NC(=O)c2cc(=O)c3ccccc3o2)c(C)c1,-47,·,1,2,-0.1,2,·,·
COc1ccc(OC)c(/C=N\NC(=O)c2cc3c(ccc4ccccc43)o2)c1,-1,10,1,-50,0.2,3,1,-2
C/C(=N\NS(=O)(=O)c1ccc(C)cc1)c1cc2ccccc2oc1=O,-18,10,5,5,0.0,-2,-7,16
CNC(=O)C[C@@H]1CC[C@H]2[C@H](COc3ccc(NC(=O)C(C)C)cc3C(=O)N2C)O1,2,-5,·,·,0.3,·,1,4
Cn1c(=S)oc2ccccc21,2,89*,-1,-3,0.1,·,-1,2
C#CCN(C(=O)c1ccc(OC2CCN(C(=O)CCOC)CC2)cc1)C1CCCCC1,13,5,-1,0,-0.1,0,103*,20
C[C@@H]1CCCCO[C@@H](CN(C)C(=O)C2CCCCC2)[C@H](C)CN([C@H](C)CO)C(=O)c2cc(NS(=O)(=O)c3cn(C)cn3)ccc2O1,0,·,-6,8,0.3,0,-1,3
COc1ccc(NC(=O)CSc2nnc(C3CC3)n2C)cc1S(=O)(=O)N1CCCCC1,10,-10,-3,-2,0.0,0,-1,-16
CC1CCN(S(=O)(=O)c2ccc(NC(=O)c3ccccc3F)cc2)CC1,12,-5,0,-5,0.0,-3,1,-55
Cc1cc(-c2ccc(C)c(S(=O)(=O)N3CCN(c4ccc([N+](=O)[O-])cc4)CC3)c2)on1,7,-17,0,4,2.1,2,-2,-7
Cc1c(-c2csc(N)n2)cnn1C,-2,6,-4,-3,0.0,-4,2,5
O=C(O)c1ccccc1C(=O)Nc1ccc(-n2ccc(C(F)(F)F)n2)cc1,12,·,0,-5,0.0,1,·,·
CCN(c1ccccc1)S(=O)(=O)c1ccc(Cl)c(NC(=O)CNC(C)c2ccccc2)c1 (configuration not stated),12,-9,-1,-10,0.0,-1,-1,2
Cc1cc([N+](=O)[O-])nn1CC(=O)N(C)Cc1ccccc1,-1,1,-4,8,0.0,-2,-3,0
CC(C)NC(=O)Nc1cccc2c1O[C@H](CN(C)Cc1ccncc1)[C@H](C)CN([C@@H](C)CO)C2=O,14,22,-1,22,-0.1,-1,0,5
O=C(c1cccc(Br)c1)N1CCN(c2ccccn2)CC1,·,·,-5,-7,0.1,·,8,7
COC(=O)c1sc(NC(=O)CSc2nnnn2C)nc1C,-27,-36,3,1,0.1,4,-1,·
CN(C)CCCN(C(=O)C1=COCCO1)c1nc2ccc(Br)cc2s1,14,-10,2,-7,0.2,5,-2,3
Cc1cc(=O)oc2cc(OCC(=O)NC3(C#N)CCCCC3)ccc12,-7,-9,·,-1,0.2,-7,3,-7
O=C(C[C@@H]1C=C[C@H](NC(=O)Cc2ccccn2)[C@H](CO)O1)NCCc1ccccc1,11,·,-8,2,0.1,0,·,·
CO[C@@H]1CN(C)C(=O)c2ccc(NS(C)(=O)=O)cc2OC[C@H](C)N(C(=O)C2CCOCC2)C[C@@H]1C,0,14,3,0,0.1,-2,46,4
COc1cccc(N2C(C(C)=O)=NN(c3ccccc3)C2c2ccc(N3CCOCC3)cc2)c1 (configuration not stated),-10,-6,·,·,0.0,·,-5,8
O=C(CSc1nc2ccccc2o1)NC1CCS(=O)(=O)C1 (configuration not stated),-13,·,-4,-5,-0.1,-2,·,·
CCN1C(=O)[C@H]2[C@@H](c3ccc(C)cc3)N3C(=O)N(c4ccc(C(F)(F)F)cc4)C(=O)[C@@]3(Cc3ccccc3)[C@H]2C1=O,14,7,1,-7,-0.2,-3,0,-11
CN1CCN(S(=O)(=O)c2cccc(C(=O)Nc3ccccc3N3CCCC3)c2)CC1,9,-3,-1,0,0.0,3,-1,-5
C[C@H]1CN([C@@H](C)CO)C(=O)Cc2cc(NC(=O)Cn3cnnn3)ccc2O[C@H]1CN(C)Cc1ccc(C(F)(F)F)cc1,-3,13,-1,5,0.2,-2,4,-3
Cc1cc(=O)[nH]c2nnnn12,-8,-11,-2,1,0.0,1,-2,1
COCCCNC1=C(C#N)C(=O)NC(c2cccc([N+](=O)[O-])c2)S1 (configuration not stated),17,·,·,0,9.3,3,·,·
C[C@H]1CN([C@@H](C)CO)C(=O)Cc2cc(NC(=O)c3ccncc3)ccc2O[C@@H]1CN(C)C(=O)NC1CCCCC1,11,-1,3,-4,-1.3,8,-1,1
O=C(CC(C(=O)O)c1ccccc1)Nc1ccccc1 (configuration not stated),1,·,·,·,-0.1,·,-1,-6
CCOC(=O)CC1(NC(=O)C2CCC(=O)N(CCc3ccccc3)C2)CCCCC1 (configuration not stated),-5,-2,1,-1,0.2,1,0,-1
O=C(c1ccncc1)N1C[C@@H]2[C@H](c3ccccc31)[C@H](CO)N2C(=O)Nc1cccc(F)c1,-5,7,18*,-3,0.2,-1,4,6
COc1ccc(C(=O)N/C(=C\c2cn(C)c3ccccc23)C(=O)NCCCn2ccnc2)cc1OC,17,·,2,-5,0.2,1,·,·
NS(=O)(=O)c1ccc(CCNS(=O)(=O)c2ccc(Cl)s2)cc1,2,3,-3,-1,0.2,14,0,5
C[C@H]1CN([C@@H](C)CO)C(=O)CCCn2nncc2CO[C@@H]1CN(C)C(=O)Nc1ccc(C(F)(F)F)cc1,3,-23,0,-5,0.1,1,-5,0
CCOC(=O)COc1coc(CN2CCN(c3ccccc3)CC2)cc1=O,-5,-16,-3,1,-0.1,1,3,-5
CCCc1nn(C)c2c(=O)[nH]c(-c3cc(S(=O)(=O)N4CCN(C)CC4)ccc3OCC)nc12,-12,-7,0,-1,0.0,-4,-2,-34
